Yfh1-depleted yeast – enhancers of respiration in Yfh1-depleted yeast, dose response, Friedreich's ataxia, plus single-dose screen (AID 1465); actives 0.074% (n = 220,000); fold induction at 50 µM; hits with a dose series show EC50 in µM; S. cerevisiae Yfh1-off respiration, WST-1 reduction, 72 h; higher fold induction means a stronger effect;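 active means fold induction of absorbance versus untreated yeast above a set limit, then at least 30% activation at any dose in follow-up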;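 further: activators that raise dye reduction in frataxin-depleted yeast; strong numbers were not always called active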
WT yeast gro inh – growth inhibition of WT yeast, mitochondrial fusion screen; mitochondrial fusion phenotypic screen, WT strain; inhibition, % at 10 µM; actives 2.1% (n = 190,000); in the data active means inhibition above about 58%; tested in S. cerevisiae
WT yeast gro inh mutant strain – recorded beside WT yeast gro inh, whose call it bears; inhibition, %; mitochondrial fusion phenotypic screen, mutant strain inhibition
The depositor's hits bear a star; i = inactive; x = no result given. An excerpt; the hit share may differ from the screen's.

SMILES | Yfh1-depleted yeast | WT yeast gro inh | others
O=C(c1csc2c1CCCC2)n1cccn1 | x | -7.2 | WT yeast gro inh mutant strain=-7.3
CCn1cc(C(=O)NC2CCCCCC2)c(=O)c2cc(S(=O)(=O)N3CCCCC3)ccc21 | x | 19.4 | WT yeast gro inh mutant strain=6.9
CC1CC(C)CN(CCCNC(=O)CNC(=O)Cn2ccc3ccccc3c2=O)C1 (stereo not given) | x | 9.1 | WT yeast gro inh mutant strain=-9.4
CCCC(=O)N1CC(=O)Nc2ccc(C)cc2C1c1ccc(F)cc1 (stereo not given) | x | -11.6 | WT yeast gro inh mutant strain=-2.6
CCc1ccc(C2CC(c3ccc(C)cc3)n3nc(N)nc3N2)cc1 (stereo not given) | x | -3.3 | WT yeast gro inh mutant strain=-1.4
CC1CC(C)CN(Cc2nc3c(c(=O)n(C)c(=O)n3C)n2Cc2ccccc2Cl)C1 (stereo not given) | x | 15.5 | WT yeast gro inh mutant strain=2.5
Cn1c(C(=O)N2CCN(c3ccc(Cl)cc3)CC2)cc2c(=O)n(C)c3ccccc3c21 | x | 15.4 | WT yeast gro inh mutant strain=-1.4
O=C(O)C1=C[C@H](c2ccccc2)C[C@H](OCCCCO)O1 | i | x
C=CCNC(=O)N1C2=NC(C(=O)OC)=C(C(=O)OC)[C@@H]3N(Cc4ccccc4)c4ccccc4[C@]23C[C@H]1C(=O)OC | i | x
N#Cc1sc(=O)[nH]c1Cl | i | x
CC(=O)n1cc([C@H]2C=C(C(=O)N3CCOCC3)O[C@@H](OCCCCO)C2)c2ccccc21 | i | x
COc1ccc2nc(-c3ccc(F)cc3)sc2c1 | i | x
CCN1CCCC1CNC(=O)c1cc(S(N)(=O)=O)ccc1OC (stereo not given) | i | x
COC(C[C@H](O)C[C@H](O)[C@@H](C)OCc1ccccc1)OC | i | x
OCCOCCn1c(C2CCCN2c2nc(-c3ccc(F)cc3)cs2)nc2cc(Cl)c(Cl)cc21 (stereo not given) | i | x
COc1ccc(Nc2nc(NCCO)nc(N3CCCC3)n2)cc1 | i | x
Oc1ccc(O)cc1 | i | x
CCCN[C@H]1CCc2nc(N)sc2C1 | i | x
CCOC(=O)CN1C(=O)N[C@@H](CCc2ccccc2)[C@H](C(C)=O)[C@H]1C | i | x
C=CCOC(=O)C1=C[C@H](c2coc3ccccc3c2=O)C[C@H](OCCCCO)O1 | i | x

Next section, starting with the last 4 of the part before.
SMILES | Yfh1-depleted yeast | WT yeast gro inh | others
Oc1ccc(O)cc1 | i | x
CCCN[C@H]1CCc2nc(N)sc2C1 | i | x
CCOC(=O)CN1C(=O)N[C@@H](CCc2ccccc2)[C@H](C(C)=O)[C@H]1C | i | x
C=CCOC(=O)C1=C[C@H](c2coc3ccccc3c2=O)C[C@H](OCCCCO)O1 | i | x
NCCCC[C@H]1CN=C(N)N1CCCCC1CCCCC1 | i | x
C[C@H]1CCC[C@@]2(O[C@H](CCO)C[C@H](O)[C@H]2O)O1 | i | x
NCCS(=O)(=O)O | i | x
C=CCOC(=O)C1=C[C@@H](c2csc3ccccc23)[C@H](CCCO)[C@@H](OCC)O1 | i | x
CCOC(=O)CN1C(=O)N[C@@H](c2ccco2)C(C(=O)OC)=C1C | i | x
Cc1ccc(C2=CC(c3ccccc3)n3ncnc3N2)cc1 (stereo not given) | i | x
O=C1CC2(CCCCC2)Oc2ccccc21 | i | x
CCCCNC(=O)c1onc(CSc2ccc(F)c(F)c2)c1C(=O)NCCCC | i | x
CCN(c1nc(N)c(C(=O)N=C(N)N)nc1Cl)C(C)C | i | x
CC(=O)NNC(=O)N1Cc2ccccc2Oc2ccc(Cl)cc21 | i | x
CC(C)=CCc1c(O)cc2c(c1O)C(=O)CC(c1ccccc1)O2 (stereo not given) | i | x
CC(C)(C)c1ccc(NC(=O)c2ccc3c(c2)S(=O)(=O)c2ccccc2C3=O)cc1 | i | x
COC(=O)C1=C[C@@H](C(=O)OC)[C@@H]2C3=C(C(=O)[C@@]2(C)NC(=O)c2ccccc2)[C@H](C)n2c(=O)n(C)c(=O)n2[C@@H]3C1 | i | x
C=CCOC(=O)C1=C[C@H](C(C)(C)C)[C@@H](CCCO)[C@H](OCC)O1 | i | x
O=C(O)C(c1ccccc1)c1ccccc1 | i | x
CC1(C)C=Cc2c(ccc3c2OC[C@@H](c2ccc(O)cc2O)C3)O1 | i | x
CCOC(=O)C[C@H]1c2ccc(C(F)(F)F)cc2S(=O)(=O)N1C(C)(C)C | i | x
CCC(C)[C@H]1CN=C(N)N1CCc1cccc2ccccc12 (stereo not given in full) | i | x
C#CCn1c(=O)c2c(ncn2C)n(C)c1=O | i | x
CCOC(=O)C[C@H]1c2cc(F)ccc2S(=O)(=O)N1C(C)C | i | x

Molecules shown so far that have a carbonyl joined to an NH by a bond outside any ring:
SMILES | Yfh1-depleted yeast | WT yeast gro inh | others
CCn1cc(C(=O)NC2CCCCCC2)c(=O)c2cc(S(=O)(=O)N3CCCCC3)ccc21 | x | 19.4 | WT yeast gro inh mutant strain=6.9
CC1CC(C)CN(CCCNC(=O)CNC(=O)Cn2ccc3ccccc3c2=O)C1 (stereo not given) | x | 9.1 | WT yeast gro inh mutant strain=-9.4
C=CCNC(=O)N1C2=NC(C(=O)OC)=C(C(=O)OC)[C@@H]3N(Cc4ccccc4)c4ccccc4[C@]23C[C@H]1C(=O)OC | i | x
CCN1CCCC1CNC(=O)c1cc(S(N)(=O)=O)ccc1OC (stereo not given) | i | x
CCCCNC(=O)c1onc(CSc2ccc(F)c(F)c2)c1C(=O)NCCCC | i | x
CC(=O)NNC(=O)N1Cc2ccccc2Oc2ccc(Cl)cc21 | i | x
CC(C)(C)c1ccc(NC(=O)c2ccc3c(c2)S(=O)(=O)c2ccccc2C3=O)cc1 | i | x
COC(=O)C1=C[C@@H](C(=O)OC)[C@@H]2C3=C(C(=O)[C@@]2(C)NC(=O)c2ccccc2)[C@H](C)n2c(=O)n(C)c(=O)n2[C@@H]3C1 | i | x

Carrying on:
SMILES | Yfh1-depleted yeast | WT yeast gro inh | others
CC1(c2nnc(Cc3ccccc3)o2)CC(c2cccnc2)=NO1 (stereo not given) | i | x
O=C(O)C[C@H](O)C[C@H](O)/C=C/c1c(C2CC2)nc2ccccc2c1-c1ccc(F)cc1 | i | x
CN(C)Cc1ccc(-c2nc3cccc4c3n2CCNC4=O)cc1 | i | x
C=CCN1c2ccccc2[C@]23C[C@@H](C(=O)OC)N(C(=O)OCC)C2=NC(C(=O)OC)=C(C(=O)OC)[C@H]13 | i | x
CN/C(=C\[N+](=O)[O-])NCCSCc1csc(CN(C)C)n1 | i | x
CCOC(=O)CSc1nnc(C)c(C)n1 | i | x
CCOC(=O)c1cc(-c2ccccc2)nn1CC1CC(c2ccc(Cl)cc2)=NO1 (stereo not given) | i | x
COC(=O)C1=C(C)N(CCCC(=O)O)C(=O)NC1c1ccc([N+](=O)[O-])cc1 (stereo not given) | i | x
COc1ccc(CN2CC[C@H]3C=CC[C@@H](C(=O)NCCc4ccccc4)[C@H]3C2=O)cc1OC | i | x
CCOC(=O)[C@@H]1[C@H]2COc3ccc(Br)cc3[C@@H]2N2C(=O)N(c3cccc(Cl)c3)C(=O)[C@]12C | i | x
CS(=O)(=O)c1ccc(C2=C(c3ccccc3)C(=O)OC2)cc1 | i | x
CCOc1ccccc1Nc1nc(N2CCCC2)nc(N2CCOCC2)n1 | i | x
Cc1ccc(O)c(N=Nc2ccccc2)n1 | i | x
CCCC/C=C/[C@H](c1ccccc1)[C@H](CO)Cc1cccnc1 | i | x
COC(=O)C1=C(C(=O)OC)[C@@H]2N(C)c3ccc(OC)cc3[C@@]23C[C@@H](C(=O)OC)N(C(=O)CC(C)C)C3=N1 | i | x
O=C(NCc1ccccc1)C1=C[C@@H](c2ccc(C(F)(F)F)cc2)C[C@@H](OCCCCO)O1 | i | x
COC(=O)[C@@]1(Cc2ccc(OC)cc2)[C@H]2c3cc(C(=O)N4CCCC4)n(Cc4c(CO)[nH]cc(C)c4=O)c3C[C@H]2CN1C(=O)c1ccccc1 | i | x
COCOc1ccc(C2CC(=O)c3c(OCOC)cc(OCOC)cc3O2)cc1 (stereo not given) | i | x
COc1ccc(NC(=O)[C@@H]2CC=C[C@@H]3CCN(C4CCCCC4)C(=O)[C@@H]32)cc1 | i | x
COc1ccc([C@H]2/C=C\CN(S(=O)(=O)/C=C/c3ccccc3)[C@@H](C)C(=O)N2Cc2ccc(F)cc2)cc1 | i | x

Reprinted from the results shown for reference:
SMILES | Yfh1-depleted yeast | WT yeast gro inh | others
COC(=O)C1=C(C(=O)OC)[C@@H]2N(C)c3ccc(OC)cc3[C@@]23C[C@@H](C(=O)OC)N(C(=O)CC(C)C)C3=N1 | i | x
O=C(NCc1ccccc1)C1=C[C@@H](c2ccc(C(F)(F)F)cc2)C[C@@H](OCCCCO)O1 | i | x

(cont.)
SMILES | Yfh1-depleted yeast | WT yeast gro inh | others
CC(C)CC(CO)N1CCN(C(=O)c2ccc(Cl)cc2)CCC1=O (stereo not given) | i | x
C[C@@H]1CCC[C@@]2(O[C@H](CCO)C[C@H](O)[C@H]2O)O1 | i | x
CCOC(=O)c1ccc(NS(=O)(=O)c2c(N)[nH]c(=O)[nH]c2=O)cc1 | i | x
O=C(C1=C[C@@H](c2ccc(C(F)(F)F)cc2)C[C@@H](OCCCCO)O1)N1CCCCCCC1 | i | x
CC1=CC(c2ccccc2)n2nc(N)nc2N1 (stereo not given) | i | x
C=CC[C@]12C[C@@H](OC)C(=O)C=C1O[C@@H](c1ccc(OC)c(OC)c1)[C@H]2C | i | x
COc1ccc(CCNC(=O)C2CC3Cn4c(nc5ccccc54)C3N2c2ccccc2)cc1 (stereo not given) | i | x
COc1ccc(CCNC(=O)C2CC3Cn4c(nc5ccccc54)C3N2Cc2ccccc2)cc1 (stereo not given) | i | x
CC1(C)C2CC[C@]3(C)C(CC=C4[C@@H]5C[C@@](C)(CO)[C@@H]6C[C@@]5(CC[C@]43C)C(=O)O6)[C@@]2(C)CC[C@@H]1O (stereo not given in full) | i | x
OCC[C@@H]1C[C@H](O)[C@@H](O)[C@@]2(CCCO2)O1 | i | x
CN1CCCC1c1cccnc1 (stereo not given) | i | x
Cc1cc2oc3cc(NCCC4CCCN4C)ccc3c(=O)c2cc1C (stereo not given) | i | x
O=C(NCC1CCCO1)c1ccc2c(c1)S(=O)(=O)c1ccccc1C2=O (stereo not given) | i | x
COc1ccc(-c2oc3ccc(-c4ccc(OC)nc4)cc3c2-c2ccc(OC)cc2)cc1 | i | x
COC(=O)C1=C(C(=O)OC)[C@@H]2N(C)c3ccc(OC)cc3[C@@]23C[C@@H](C(=O)OC)N(C(=O)COCc2ccccc2)C3=N1 | i | x
CCN1C(=O)N[C@H](c2ccc(Br)cc2)C(C(=O)OC)=C1C | i | x
COc1ccc([C@H]2/C=C\CN(C(=O)c3ccc(C)cc3)[C@@H](C)C(=O)N2Cc2ccc(F)cc2)cc1 | i | x
CC(=O)Nc1ccccc1Nc1nc(NCCO)nc(N2CCCC2)n1 | i | x
Cc1ccc(O)c(O)c1 | i | x
CCOC(=O)C(=CNc1ccc(O)c(C(=O)OC)c1)C(=O)OCC | i | x
COc1cccc(C(N)=O)c1 | i | x
COc1cccc(C2NC(=O)N(CCCC(=O)O)C(C)=C2C(=O)OCc2ccccc2)c1 (stereo not given) | i | x
CCOC(=O)c1ccc(NC(=O)c2c(N)n(C)c(=O)n(C)c2=O)cc1 | i | x
COc1ccc(-c2csc(NC(CO)c3nc4ccccc4n3CCOCCO)n2)cc1 (stereo not given) | i | x
OC1(C#Cc2c(-c3ccsc3)oc3ccc(N4CCOCC4)cc23)CCCCC1 | i | x
COC(=O)[C@H](NC(=O)c1cc(-c2ccccc2)nc2ccccc12)c1ccccc1 | i | x
O=C1c2cccc(O)c2C(=O)c2c(O)cc(CO)cc21 | i | x
COc1cccc(SCc2noc(C(=O)NCC3CC3)c2C(=O)NCC2CC2)c1 | i | x
C=C1CC2C(=O)N(Cc3ccccc3)C(C(=O)OCC)(C(=O)OCC)C1N2C(=O)OC(C)(C)C (stereo not given) | i | x
CCCCCCCCC(=O)O | i | x
COc1ccc(-c2oc3c4c(cc(OC)c3c(=O)c2CC=C(C)C)OC(C)(C)C=C4)c(OC)c1 | i | x
COc1ccc(-c2c(-c3cccc(C)c3)oc3ccc(-c4ccc5c(c4)OCO5)cc23)cn1 | i | x
